OX1R antag-1 = human HCRTR1 antagonism | O43613 | CHO/OX1R cells, Fluo-8 calcium fluorescence, orexin A | inhibition, % at 5 µM | actives 0.43% (n = 330,000) | AID 434989;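 active means inhibition above its plate's threshold, mean inhibition of all tested compounds on the plate plus 3 SD, cut at about 37% in these data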;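 further: 0% = orexin A challenge wells and 100% = SB-334867-A antagonist wells; not every result past the cut was called active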
Target sequence (O43613 whole entry, looked up): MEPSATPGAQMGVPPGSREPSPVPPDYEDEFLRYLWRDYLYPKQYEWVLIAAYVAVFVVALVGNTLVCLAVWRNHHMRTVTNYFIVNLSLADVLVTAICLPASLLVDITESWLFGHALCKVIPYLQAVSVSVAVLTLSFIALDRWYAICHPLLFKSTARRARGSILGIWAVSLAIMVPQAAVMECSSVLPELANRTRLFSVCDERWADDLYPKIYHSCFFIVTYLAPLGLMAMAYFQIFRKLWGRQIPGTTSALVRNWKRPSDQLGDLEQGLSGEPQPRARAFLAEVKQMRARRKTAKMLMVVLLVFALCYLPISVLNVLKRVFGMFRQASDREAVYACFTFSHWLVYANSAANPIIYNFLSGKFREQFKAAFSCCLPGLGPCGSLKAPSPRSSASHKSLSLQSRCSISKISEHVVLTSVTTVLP
OX1R antag-2 = antagonists of human orexin 1 receptor (OX1R); O43613; OX1R-expressing cells, FRET antagonist read-out; inhibition, % at 6.6 µM; actives 1.8% (n = 330,000); AID 485270; in the data active means inhibition mostly above about 38%, no sharp cut-off; inactive means mostly below about 40%;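 further: 0% = agonist challenge alone and 100% = reference antagonist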
The depositor's hits bear a star.

Every second line gives: OX1R antag-1, OX1R antag-2
> COc1ccc(C2=NS(=O)(=O)N(C)C(C(=O)NCc3ccc4c(c3)OCO4)=C2)cc1OC
 : -16, 17
> O=C(NCc1cccc(Cl)c1)c1ccc2ccccc2n1
 : -17, 25
> Cn1ccnc1SCC(=O)c1ccc(F)cc1
 : -12, 12
> CCCn1c(NC(=O)c2ccc(F)cc2)nc2ccccc21
 : -26, 33
> CC1CCCCN1C(=O)CCS(=O)(=O)c1cccc2nonc12 (centres undefined)
 : -1, 71*
> Cc1cccc(C)c1NC(=O)C(c1ccccc1)N1CCC2(CC1)OCCO2 (centres undefined)
 : -18, 3
> CCC1(C(=O)OC)NC(c2cccc(F)c2)C2C(=O)N(C)C(=O)C21 (centres undefined)
 : -14, 6
> CCCC(=O)Nc1nc2ccc(NC(=O)c3ccccc3F)cc2s1
 : -25, 24
> CC(C)C[C@@H]1NC(=O)[C@H](C(C)C)NC(=O)c2cc([N+](=O)[O-])cc(I)c2OCC[C@@H](C(N)=O)NC1=O
 : -10, 17
> OCCc1ccc(-c2ccc(Cl)cc2)o1
 : -14, 20
> O=C(/C=C/c1ccc2c(c1)OCO2)Nc1cc(S(=O)(=O)N2CCOCC2)ccc1N1CCOCC1
 : -13, 8
> CC1=C(C)CC(C(=O)Nc2cccc(Cl)c2)C(C(=O)O)C1 (centres undefined)
 : 8, 3
> CCc1ccc(-c2nc(CS(=O)CC(=O)NCCN3CCCCCC3)c(C)o2)cc1 (centres undefined)
 : -2, 7
> CCCCOc1ccc(C(=O)OC(C)CN(C)C)cc1 (centres undefined)
 : -17, 5
> COC(=O)COc1ccc2c(c1)O/C(=C\c1cccc([N+](=O)[O-])c1)C2=O
 : -19, 0
> CCCc1nc(SCc2ccccc2Cl)n[nH]1
 : -10, 11
> Cc1ccc(C(=O)N2CCN(c3ccc([N+](=O)[O-])c(NCc4ccco4)c3)CC2)cc1
 : -10, 12
> NS(=O)(=O)c1ccc(CCNC(=O)CSc2nc3ccsc3c(=O)n2CCCCCC(=O)O)cc1
 : 0, 8
> COc1cccc2c(=O)cc(C)n(CC(=O)Nc3ccc(C)c(C)c3)c12
 : -1, 49*
> COc1ccc(NC(=O)c2ccc3c(c2)S(=O)(=O)c2ccccc2C3=O)cc1
 : -17, 48
> O=S(=O)(Nc1ccc(N2CCOCC2)cc1)c1cc(Cl)ccc1Cl
 : -4, 13
> CC(CCc1ccccc1)NC(=O)CNC(=O)c1cccs1 (centres undefined)
 : -5, 34
> O=S(=O)(Cc1cc(Cl)nc(-c2ccccc2)n1)c1ccccc1
 : -18, 7
> Cc1ccc(-c2nc(CS(=O)CC(=O)NCCN3CCCC3)c(C)o2)cc1 (centres undefined)
 : -16, 2
> Cc1csc2ncc(C(=O)Nc3cccc(C(F)(F)F)c3)c(=O)n12
 : -4, 7
> COc1ccccc1CN1CC(C(=O)N(CCO)Cc2cccs2)CCC1=O (centres undefined)
 : -14, 28
> CCN(CC)S(=O)(=O)c1ccc(N2CCCC2)c(NS(=O)(=O)c2ccccc2)c1
 : -17, 33
> CC(C)(C)C(=O)CSc1nc2ccccc2o1
 : -27, 12
> Cc1ccc(OCCC(=O)OCC(=O)NCc2ccccc2)cc1
 : -13, 16
> CC(=O)Oc1ccc2ccccc2c1C(NC(=O)Cc1ccccc1)c1ccccc1 (centres undefined)
 : -23, 12
> N#CC[C@H](Cc1ccccc1)N1CCN(CCc2ccccc2)CCC1=O
 : -9, 22
> O=C(Oc1ccc2c(c1)OCO2)c1ccc(F)cc1Cl
 : -24, 8
> N#CC1=C(N)C(C#N)(C#N)[C@H](c2ccncc2)[C@H]2CC3(CC=C12)OCCO3
 : 0, 3
> COc1ccc(CCNS(=O)(=O)c2ccc(F)cc2)cc1OC
 : -11, 25
> O=C(O)C1=C[C@@H](c2ccc(Br)cc2)C[C@@H](OCCCCO)O1
 : -10, 36
> CCn1cc(CNC(=O)CCSc2nc(-c3ccco3)cc(C(F)(F)F)n2)cn1
 : -22, 12
> CCOC(=O)N1CCN(CC(O)COc2ccc(CC)cc2)CC1 (centres undefined)
 : 0, -1
> O=C(NCc1csc(-c2ccccc2)n1)c1cc(F)cc2c1OCOC2
 : -25, 18
> CCCCCCOc1ccc(N2C(=O)CC(N3CCC(C(=O)OCC)CC3)C2=O)cc1 (centres undefined)
 : -3, 11
> O=S(=O)(NCc1cccs1)c1ccc(Br)cc1
 : 4, 14
> CCCNS(=O)(=O)c1ccc(CCC(=O)N2CCN(c3ccc(OC)cc3)CC2)cc1
 : -11, 30
> COc1ccc(C2=CC(c3ccc(F)cc3)n3nnnc3N2)cc1 (centres undefined)
 : -28, 29
> COc1ccc(NC(=O)c2cc(-c3ccc(C)o3)nc3ccccc23)cc1OC
 : -17, 33
> COc1ccc(-c2cn(-c3ccc(OC)cc3)c(=S)[nH]2)cc1
 : -8, 8
> C[C@@H](C(=O)NCCc1ccccc1)N1C(=O)N2CCc3c([nH]c4ccccc34)[C@@]2(C)C1=O
 : -22, 15
> COc1cc(C#N)c(NC(=O)CN2CCC(C(N)=O)CC2)cc1OC
 : 7, 20
> O=c1cc[nH]c2cc(C(F)(F)F)ccc12
 : -8, 10
> CCOC(=O)c1ccc(NC(=O)Nc2ccccn2)cc1
 : -25, 21
> COc1ccc(/C=N/OCc2ccc(Br)cc2)c(OC)c1
 : -28, 10
> COc1ccccc1C1N(c2cc(Cl)ccc2OC)C(=O)C2CCCN21 (centres undefined)
 : -17, 9
> Cc1c(Br)c(C(F)(F)F)nn1CC(=O)N1CCCC1
 : 16, 11
> O=C(Nc1cccc2ccccc12)c1cn(-c2ccccc2)nc1-c1cccs1
 : 7, 10
> O=C1CCCN1c1ccc(N2CCCC2=O)cc1
 : -8, -7
> COC(=O)c1cc(OC)c(OC)cc1NC(=O)Cn1nnc(-c2ccccc2Cl)n1
 : -11, 0
> COCCNC(=O)NC(=O)COC(=O)C1(c2ccc(Cl)cc2)CC1
 : -21, 26
> C=CCN(C(=O)CNC(=O)c1ccco1)C(C(=O)NC1CCCC1)c1ccc(OC)cc1 (centres undefined)
 : -18, -1
> O=C(OCC(=O)N1CCC(Cc2ccccc2)CC1)c1cc(Cl)ccc1O
 : -9, 14
> O=S(=O)(NCC1CCCO1)c1ccc(Br)cc1 (centres undefined)
 : 6, 28
> CC(=O)Cn1ncc(N(C)Cc2ccccc2)c(Cl)c1=O
 : -16, -1
> CN(C(=O)COC(=O)Cn1c(C(F)(F)F)nc2ccccc21)c1c(N)n(Cc2ccccc2)c(=O)[nH]c1=O
 : 6, 12

3 of the entries above in order of the OX1R antag-2 value, smallest number first.
Every second line gives: OX1R antag-1, OX1R antag-2
> O=C(Nc1cccc2ccccc12)c1cn(-c2ccccc2)nc1-c1cccs1
 : 7, 10
> O=C(NCc1csc(-c2ccccc2)n1)c1cc(F)cc2c1OCOC2
 : -25, 18
> CCOC(=O)c1ccc(NC(=O)Nc2ccccn2)cc1
 : -25, 21

Some of the entries so far, with the structure last:
OX1R antag-1 | OX1R antag-2 | SMILES
-25 | 21 | CCOC(=O)c1ccc(NC(=O)Nc2ccccn2)cc1
-28 | 10 | COc1ccc(/C=N/OCc2ccc(Br)cc2)c(OC)c1
-17 | 9 | COc1ccccc1C1N(c2cc(Cl)ccc2OC)C(=O)C2CCCN21 (centres undefined)
16 | 11 | Cc1c(Br)c(C(F)(F)F)nn1CC(=O)N1CCCC1
7 | 10 | O=C(Nc1cccc2ccccc12)c1cn(-c2ccccc2)nc1-c1cccs1

(continued)
Every second line gives: OX1R antag-1, OX1R antag-2
> CCCc1nc2c(nnn2Cc2ccccc2)c(=O)[nH]1
 : -1, 4
> C#Cc1cccc(NC(=O)c2ccc(Cl)cc2Cl)c1
 : -8, 17
> COc1ccc(S(=O)(=O)N2CCN(C(=O)N(C)C)C2C)cc1 (centres undefined)
 : -14, 9
> CN(C)c1cccc(C(=O)NC2CCCc3ccccc32)c1 (centres undefined)
 : -43, 7
> CC12COC3(P(=O)(c4ccccc4)c4ccccc4)CC1CCC23CP(=O)(c1ccccc1)c1ccccc1 (centres undefined)
 : -26, 12
> O=C(c1noc2c1CSc1ccccc1-2)N1CCN(c2ccc(Cl)cc2)CC1
 : -19, 6
> CCC1(C)Cc2c(sc3nnn(CC(=O)Nc4ccc(C)cc4)c(=O)c23)CO1 (centres undefined)
 : -23, 18
> COc1ccc(-c2c(NC(C)=O)n(C)c3ccccc3c2=O)cc1
 : -12, 11
> O=C(NCc1ccccn1)c1nc(-c2cccs2)no1
 : 9, 5
> O=c1c([N+](=O)[O-])c(O)c2ccccc2n1Cc1ccccc1
 : -20, 5
> O=C(O)COCC(=O)Nc1ccc2c(c1)CCC2
 : -8, 5
> Cc1ccc(NC(=S)NCCC2=CCCCC2)cc1
 : -24, 14
> Cc1ccc(S(=O)(=O)Nc2cc(=O)[nH]c3c2CCC3)cc1
 : -13, 4
> COc1ccc(Cl)cc1NC(=O)C1CCCN(S(C)(=O)=O)C1 (centres undefined)
 : -20, 2
> COc1ccc(C)cc1NC(=O)c1ccc2c(c1)C(=O)N(Cc1ccncc1)C2=O
 : -2, 8
> C#CCSc1nnc(CSc2nc3ccccc3s2)n1-c1ccccc1
 : -9, 29
> CCCCOP(=O)(OCCCC)C(O)c1ccc(N(C)C)cc1 (centres undefined)
 : -11, 8
> CN(c1ccccc1)S(=O)(=O)c1cccc(NC(=O)COC(=O)C2CCCCC2)c1
 : -16, 3
> COc1ccccc1/C=C/C1(C(=O)NC2CCCC2)CC(=O)N1c1ccc(F)cc1 (centres undefined)
 : -34, 3
> NC(=O)c1cc2ccccc2oc1=NCc1ccccc1
 : -15, 24
> CC1CCN(C(=O)c2ccc(NC(=O)c3ccccc3)cc2)CC1
 : 4, 9
> C=CCn1c(SCCC#N)nnc1-c1ccncc1
 : -8, -4
> Brc1ccc(-c2ccc(/C=N/Nc3nncc(-c4ccccc4)n3)o2)cc1
 : -30, 9
> Cc1ccc(C(=O)/C=C/c2ccc(Br)cc2)o1
 : -25, 26
> COc1ccc(C2=NN(C(N)=S)C(c3ccco3)C2)cc1 (centres undefined)
 : 5, 19
> Cc1cccc(NC(=O)c2nc[nH]c2C(=O)N[C@@H](C)C(=O)OC(C)(C)C)c1
 : -22, 20
> CN1C(=O)c2cccc3c(N)ccc(c23)C1=O
 : 41*, 3
> COc1ccc(OC)c(NC(=S)NN2CCN(C)CC2)c1
 : -17, 18
> Cc1ccc(S(=O)(=O)N2CCC(C(=O)NNC(=O)c3ccncc3)CC2)cc1
 : -11, 5
> Cc1ccccc1Cn1c2ccccc2c2cnn(CC(=O)NCc3ccco3)c(=O)c21
 : -22, 11
> COc1ccc(N2C(=O)CCC2=O)cc1
 : 0, 4
> O=C(O)c1cc(/C=N\O)ccc1OCc1ccccc1
 : -6, 21
> O=S(=O)(c1ccc(NC(=S)N/N=C/c2ccc(O)c(O)c2)cc1)N1CCOCC1
 : -20, 2
> O=C(CSc1n[nH]c(-c2ccco2)n1)Nc1sc2c(c1C(=O)Nc1ccccc1)CCCC2
 : -13, 14
> O=C1/C(=C/c2cccnc2)Oc2cc(OS(=O)(=O)c3ccc(F)cc3)ccc21
 : -11, 3
> O=C(CCCCl)Nc1nc(-c2ccc3c(c2)OCCO3)cs1
 : -16, 34
> N/C(=N\OCC(=O)Nc1ccccc1)c1nonc1N
 : 11, 11
> Cc1ccc(O)c(NC(=O)c2ccccc2-c2ccccc2C(=O)O)c1
 : -9, 5
> Cc1ccc(NC(=O)COC(=O)/C=C/c2ccco2)cc1S(=O)(=O)N(C)C
 : -21, 30
> CC(C)C[C@H](N)c1cn([C@@H](Cc2cc3ccccc3[nH]2)C(=O)N2CCNCC2)nn1
 : -8, 13
> Cc1nc(NC(=O)CSc2nnc(-c3ccccc3)c(-c3ccccc3)n2)c(Cl)cc1Cl
 : -16, 44
> CCCCSc1nc(O)cc(=O)n1CC
 : -4, 20
> CCCCN1CC[C@H]2C=CC[C@@H](C(=O)NCc3ccc(OC)cc3)[C@H]2C1=O
 : -13, 4
> Cn1c(=O)n(C)c2cc([N+](=O)[O-])c(N3CCN(S(=O)(=O)c4ccc(C(C)(C)C)cc4)CC3)cc21
 : -8, 14
> O=C(c1cc(C(=O)N2CCOCC2)c2nc3ccccc3n2c1)c1cc(Cl)cc(Cl)c1O
 : -19, 12
> Cc1noc(C)c1C(=O)Nc1nc(-c2ccc(F)cc2)cs1
 : -13, 9
> O=C(OCn1nnc2ccccc2c1=O)c1cccc(S(=O)(=O)N2CCOCC2)c1
 : -21, 0
> O=C(O)C1C2C=CC(C2)C1C(=O)NCCC1=CCCCC1 (centres undefined)
 : -12, -1
> Cc1nonc1CN(C)C(=O)CC1C(=O)NCCN1Cc1ccccc1C(F)(F)F (centres undefined)
 : -25, 19
> Cc1oc(-c2ccc3c(c2)OCCO3)cc1C(=O)O
 : -18, 6
> O=C(Nc1cccc(F)c1)C1CCCN(c2cnccn2)C1 (centres undefined)
 : -6, 13
> COc1ccc(CCN2CC(C(=O)Nc3nnc(Cc4ccccc4)s3)CC2=O)cc1OC (centres undefined)
 : -25, 3
> Cn1c(=O)c2c(ncn2CC(=O)NCc2cccnc2)n(C)c1=O
 : -7, 10
> O=C(NC1CC1)C1CCCN(C(=O)NC2CCCCC2)C1 (centres undefined)
 : -6, 15
> Cc1ccc2c(=O)cc(C(=O)NCc3ccccc3)oc2c1C
 : -7, 11
> CC(=O)COc1ccc2oc(=O)cc(-c3cc4ccccc4o3)c2c1
 : -10, 8
> O=c1c(Cc2ccc(Cl)cc2)c(O)ccn1Cc1ccccc1
 : -19, 41
> CN(CCOc1ccccc1)C(=O)c1ccc(OC2CCN(C(=O)C3CC3)CC2)cc1
 : 9, 25
> CC(Oc1ccc(Cl)cc1)c1ccn[nH]1 (centres undefined)
 : -7, 14
